IL2 activator – IL-2 activation | IL-2 activation reporter assay, cell-based qHTS; stimulated with anti-CD3/CD4/CD28 beads; in transgenic mouse T cells | activation, % (series mostly up to about 46 µM) | 0.065% of 360,000 active; in the data active = activation above about 50%; inconclusive = mostly about 30% to 49%; note: 0% is about no effect
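Unstimulated transgenic mouse T cells; 60-min compound exposure; bead-based TCR/CD4/CD28 stimulation; 18 h culture, 37 degrees C; dual fluorescence (EGFP, DsRed) plate cytometry.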
aSyn yeast inh – inhibitors of alpha-synuclein toxicity in yeast; Yeast expressing alpha-synuclein, growth rescue, BacTiter-Glo, 24 h; Potency, µM (top dose mostly 46.1 µM), for inactives: at the top dose growth rescue (activation), actives largely listed as activators; 0.14% of 370,000 active; AID 652106; note: potency is the fitted concentration of half-maximal effect; % of control where 0% means no effect; nearly all actives have a fitted effect of over 65% in size
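Readout is rescue of growth in alpha-synuclein-expressing yeast, so inhibitors of toxicity appear as activators. Growth after 24 hr at 30 deg C in galactose medium is quantified by luminescence.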
WRN helicase inh – blocks human WRN helicase; Potency, µM (titrated, usually from 114 µM), without a hit: at the top dose activity change, negative = inhibition, usual class: inhibitors; 0.46% of 360,000 active; Q14191; WRN helicase unwinding, fluorescent forked duplex, kinetic; note: potency is the fitted concentration of half-maximal effect; % is set by controls: 0 for no effect and ±100 for the full control effect; nearly all actives have a fitted effect of over 55% in size
Target sequence (Q14191 whole entry, looked up): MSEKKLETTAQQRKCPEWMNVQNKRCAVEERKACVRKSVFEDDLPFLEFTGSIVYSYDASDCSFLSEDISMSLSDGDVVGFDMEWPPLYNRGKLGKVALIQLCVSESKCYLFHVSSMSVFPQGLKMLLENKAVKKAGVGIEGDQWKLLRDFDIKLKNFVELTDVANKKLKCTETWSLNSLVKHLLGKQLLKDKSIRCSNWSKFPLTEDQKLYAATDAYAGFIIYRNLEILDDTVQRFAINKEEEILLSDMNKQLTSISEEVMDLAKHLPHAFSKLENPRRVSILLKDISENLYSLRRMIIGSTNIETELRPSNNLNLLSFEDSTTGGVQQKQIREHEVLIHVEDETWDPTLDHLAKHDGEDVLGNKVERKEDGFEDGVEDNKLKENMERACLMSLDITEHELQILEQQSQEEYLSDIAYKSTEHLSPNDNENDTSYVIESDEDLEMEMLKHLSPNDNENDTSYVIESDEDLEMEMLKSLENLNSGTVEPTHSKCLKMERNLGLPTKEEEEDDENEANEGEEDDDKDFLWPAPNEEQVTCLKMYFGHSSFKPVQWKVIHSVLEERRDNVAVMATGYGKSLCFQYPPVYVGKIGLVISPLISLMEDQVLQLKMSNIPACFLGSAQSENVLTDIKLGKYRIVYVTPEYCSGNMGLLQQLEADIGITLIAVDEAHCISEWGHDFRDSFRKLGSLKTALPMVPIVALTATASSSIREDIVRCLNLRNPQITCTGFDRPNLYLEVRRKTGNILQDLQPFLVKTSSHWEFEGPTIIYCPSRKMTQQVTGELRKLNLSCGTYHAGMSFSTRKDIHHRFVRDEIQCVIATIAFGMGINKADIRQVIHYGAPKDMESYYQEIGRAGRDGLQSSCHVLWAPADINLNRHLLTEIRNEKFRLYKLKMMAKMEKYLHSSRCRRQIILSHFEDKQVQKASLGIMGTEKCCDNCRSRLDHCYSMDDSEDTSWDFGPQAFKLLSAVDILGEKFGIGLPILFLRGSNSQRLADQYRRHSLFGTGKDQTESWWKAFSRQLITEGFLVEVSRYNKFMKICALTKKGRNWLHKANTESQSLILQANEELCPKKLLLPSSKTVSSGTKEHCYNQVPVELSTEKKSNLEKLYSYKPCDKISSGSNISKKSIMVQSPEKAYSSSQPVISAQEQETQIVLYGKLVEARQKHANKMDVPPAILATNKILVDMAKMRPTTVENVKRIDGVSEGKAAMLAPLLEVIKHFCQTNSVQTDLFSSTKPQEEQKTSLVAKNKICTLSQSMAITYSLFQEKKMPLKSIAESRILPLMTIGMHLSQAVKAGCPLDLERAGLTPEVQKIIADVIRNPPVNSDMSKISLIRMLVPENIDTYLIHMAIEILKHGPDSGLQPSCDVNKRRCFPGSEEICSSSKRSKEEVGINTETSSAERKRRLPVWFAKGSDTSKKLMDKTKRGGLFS
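Fluorescence dequenching readout, ex 525 nm/em 598 nm, kinetic mode: forked duplex DNA (100 nM final) with adjacent fluorophore and quencher unwound by WRN (20 nM final) with 2 mM ATP. Compound preincubation 15 min, room temperature.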
FUS yeast rescue – suppressors of FUS proteinopathy in yeast | S. cerevisiae FUS-expressing, growth rescue, OD600, 24 h | AID 1347120 | 0.24% of 390,000 active | Potency, µM (top dose mostly 76.6 µM), for inactives: at the top dose growth rescue (activation), usual class: activators;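 note: potency is the fitted concentration of half-maximal effect; plate controls were DMSO vehicle for no effect and reference control for full effect; nearly all actives have a fitted effect of over 55% in size; some results filed as inactive show a strong effect at the top dose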
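Toxicity suppression screen in FUS-yeast. Cells induced with 2% galactose, starting OD 0.005, treated 24hr at 30C with compounds at multiple final concentrations; growth by OD600.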
EPAC1 antagonist – blocks human EPAC1 exchange factor. O95398. EPAC1 GEF assay, Rap1b-BODIPY-GDP exchange fluorescence. Potency, µM (doses to about 115 µM), inactives show top-dose activity change, negative = inhibition, hits mostly inhibitors. 0.14% of 360,000 active. AID 720709;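 note: potency is the fitted concentration of half-maximal effect; plate controls were vehicle for no effect and positive control for full effect; nearly all actives have a fitted effect of over 50% in size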
PLK1 PBD block – PLK1 (human) polo-box domain binding inhibition; AID 720504; Potency, µM, for the others: max response, negative = inhibition, most hits filed as inhibitors; 2.8% of 360,000 active; Plk1 PBD binding of FITC phosphopeptide, fluorescence polarization; note: potency is the fitted concentration of half-maximal effect; series mostly up to about 57 µM; % is set by controls: 0 for no effect and ±100 for the full control effect; nearly all actives have a fitted effect of over 65% in size
PI5P4Ka inh – blocks human PI5P4K alpha kinase activity. AID 652105. PI5P4Kalpha enzyme, ADP-Glo luminescence, 60 min; active compounds read low. 1.2% of 330,000 active. max response, %. P48426; active = max response of -50% or lower; inconclusive = between -30% and -50%; inactive = -30% or higher; note: value at the top dose of about 77 µM; % is set by controls: 0 for no effect and ±100 for the full control effect
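Luminescence from ADP-Glo served as readout of PI5P4Kalpha activity in a qHTS format. Reaction: enzyme, substrate, compound, ATP at 5 microM final, 60 min at RT.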
Abeta rescue – A-beta toxicity reversal in yeast; yeast expressing A-beta42, growth rescue, OD600, 48 h; response scale: 0% DMSO, 100% iron-clioquinol control; Potency, µM (titrated, usually from 46.1 µM), inactives show top-dose growth rescue, hits mostly activators; 0.063% of 410,000 active; note: potency is the fitted concentration of half-maximal effect; nearly all actives have a fitted effect of over 55% in size
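Yeast A-beta toxicity model in growth medium with pinned compounds, 48 h at 30 C; growth read as absorbance at 600 nm. Normalized to FeCl3/clioquinol equimolar mix (positive) and DMSO (negative).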
EPAC1 agonist – agonists of human EPAC1; O95398; AID 720707; Potency, µM (series often up to 154 µM), for the others: at the highest dose activation, hits mostly activators; EPAC1 agonist qHTS, biochemical assay; response scale: 100% = response to 6.5 mM cAMP; 0.073% of 360,000 active; note: potency is the fitted concentration of half-maximal effect; nearly all actives have a fitted effect of over 60% in size
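Fluorescent GDP-exchange assay: 100 nM EPAC1 with 250 nM Rap1B preloaded with BODIPY-GDP and 50 uM GDP; compounds tested as concentration series, 5 min at room temperature, then read every 5 min for 30 min (ex 480/em 540 nm); normalized to 6.5 mM cAMP.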
Numbers without * were called inactive; u = inconclusive; x = not tested or not shown; [ ] = dose if it differs, or a comment. Unless noted, calls come from the whole dose curve; as a rule, active = well fitted curve in the direction sought with a large enough effect; inconclusive = small, poorly fitted or top-dose-only effect, or another doubt; inactive = no such curve, though single readings can be large; an effect the other way counts as inactive or inconclusive.

| Molecule | IL2 activator | aSyn yeast inh | WRN helicase inh | FUS yeast rescue | EPAC1 antagonist | PLK1 PBD block | PI5P4Ka inh | Abeta rescue | EPAC1 agonist |
| --- | --- | --- | --- | --- | --- | --- | --- | --- | --- |
| N#Cc1ccc(COC(=O)c2ccc(N3CCCC3)c([N+](=O)[O-])c2)cc1 | -2.0 | 7% | -1% | 18% | 2% | -11% | 0 | 19% | 5% |
| COc1cccc(OCc2cc(C(=O)N3CCNC(=O)C3Cc3ccccc3)no2)c1 (stereo not drawn) | -2.0 | 8% | 8% | 18% | -28% | -8% | 2 | -5% | 0% |
| CC(C)Cc1nnc(NC(=O)c2ccc(-n3cncn3)c([N+](=O)[O-])c2)s1 | -1.5 | -1% | -12% | -15% | -9% | -6% | 1 | 9% | -5% |
| Cc1ccc(S(=O)(=O)N2CCCN(C(=O)c3ccc(-n4cccn4)cc3)CC2)cc1 | -0.5 | 2% | -9% | 14% | -4% | -4% | 0 | -3% | 1% |
| COc1ccccc1NC(=S)NC(=O)C1CC1 | -0.4 | -12% | -20% | x | 3% | -14% | 4 | 1% | -5% |
| Cc1ccccc1C(=O)N1CCC(C(=O)NC(C)c2ccc(-n3ccnc3)cc2)CC1 (stereo not drawn) | -2.5 | -2% | -30% | x | 0% | -4% | 9 | 0% | 4% |
| Cc1ccc(N=c2c([N+](=O)[O-])nn(-c3ccccc3)n2O)c(C)c1 | -3.1 | 5% | -10% | 15% | -3% | -10% | x | -9% | 25% |
| CCOC(=O)c1sc2ncnc(N3CCN(C(=O)OCC)CC3)c2c1C | 0.0 | 13% | -5% | 20% | 5% | -6% | 1 | -26% | 0% |
| O=C(Cn1nc(Cl)nc1Cl)c1ccccc1 | -0.6 | 6% | -24% | -3% | -3% | 17µM* | -24 | -9% | 4% |
| Cc1ccc(Nc2nnc(SCC(=O)N(C)C3CCS(=O)(=O)C3)s2)cc1 (stereo not drawn) | 0.6 | -5% | -7% | -3% | 7% | -3% | 3 | -14% | -11% |
| COc1ccc(OCc2nnc(SCC(=O)Nc3ccccc3F)o2)cc1 | 0.2 | 9% | 9% | -1% | 3% | -1% | 0 | 2% | 8% |
| Cn1c(N2CCCCC2)nc2c1c(=O)[nH]c(=O)n2C | -0.3 | -8% | -1% | -1% | 2% | -8% | -1 | -18% | 5% |
| Cc1ccc(NC(=O)C(C)Sc2nnc(-c3cccnc3)n2-c2ccccc2)cc1 (stereo not drawn) | -3.3 | -7% | -4% | 18% | 9% | 2% | x | 18% | -5% |
| O=C(NCc1ccccc1Cl)c1cc([N+](=O)[O-])ccc1Cl | 0.3 | 0% | 7% | -37% | -4% | -11% | 2 | -13% | -12% |
| COc1ccccc1C(=O)NC(CCSC)C(=O)NNC(=O)C(C)Oc1ccccc1F (stereo not drawn) | 1.2 | -2% | 0% | -13% | -16% | -6% | 4 | -8% | -1% |
| COC(C(=O)Nc1ccc(Br)cc1F)c1ccccc1 (stereo not drawn) | -3.3 | -4% | 1% | -14% | -10% | -5% | -3 | -4% | -3% |
| COC(=O)N/N=C(\C)c1ccccc1OC(F)F | 1.0 | 7% | 8% | -7% | 9% | -1% | 1 | -9% | -5% |
| O=S1(=O)C[C@@H](N2CCN(c3ccccc3)CC2)[C@H](COCc2ccccc2)N1 | 1.1 | 0% | 0% | -7% | 5% | -7% | 7 | -2% | 3% |
| CC1CC1C(=O)Nc1cc(C(F)(F)F)ccc1N1CCOCC1 (stereo not drawn) | 4.2 | -3% | -4% | 9% | 1% | -14% | 4 | 11% | -6% |
| C=CCNc1ncnc2c1cnn2-c1cccc(C)c1 | -4.4 | -8% | 4% | -27% | -14% | -25% | -8 | 6% | -4% |

Grouped by structure: those above with a Cl atom
| Molecule | IL2 activator | aSyn yeast inh | WRN helicase inh | FUS yeast rescue | EPAC1 antagonist | PLK1 PBD block | PI5P4Ka inh | Abeta rescue | EPAC1 agonist |
| --- | --- | --- | --- | --- | --- | --- | --- | --- | --- |
| O=C(Cn1nc(Cl)nc1Cl)c1ccccc1 | -0.6 | 6% | -24% | -3% | -3% | 17µM* | -24 | -9% | 4% |
| O=C(NCc1ccccc1Cl)c1cc([N+](=O)[O-])ccc1Cl | 0.3 | 0% | 7% | -37% | -4% | -11% | 2 | -13% | -12% |

The list goes on.
| Molecule | IL2 activator | aSyn yeast inh | WRN helicase inh | FUS yeast rescue | EPAC1 antagonist | PLK1 PBD block | PI5P4Ka inh | Abeta rescue | EPAC1 agonist |
| --- | --- | --- | --- | --- | --- | --- | --- | --- | --- |
| Cc1nc(SCc2nc3c(O)cccc3[nH]2)c2oc3ccccc3c2n1 | -1.8 | x | x | -12% | -9% | x | x | -4% | 2% |
| Cc1cccn2c(=O)c3cc(C(=O)NC4CCCC4)c(=N)n(C4CCCCC4)c3nc12 | u | 1% | 4% | -7% | 12% | -4% | -2 | 9% | 8% |
| Cn1nc(C(F)(F)F)c(CO)c1Sc1ccc(F)cc1 | -3.9 | -10% | -9% | -12% | 4% | -9% | -1 | -3% | -4% |
| Cc1ccc(NC(=O)CCC(=O)Nc2ccc(C)cc2)cc1 | 2.0 | -2% | -21% | -8% | 3% | -7% | 0 | 4% | 9% |
| Fc1cccc(F)c1/C=N/NC(=S)Nc1cccnc1 | -0.5 | 1% | 3% | 21% | -15% | -17% | 1 | 8% | 0% |
| O=C(CNC(=O)Cc1ccccc1)NCc1cccc(C(F)(F)F)c1 | -3.7 | -1% | 5% | 7% | -7% | -6% | -4 | -4% | -3% |
| COc1cc(NC(=O)CN2C(=O)NC(c3ccccc3)(c3ccccc3)C2=O)c(C)cc1[N+](=O)[O-] | -1.8 | 1% | -14% | u | -18% | -3% | -13 | 13% | 11% |
| CC(=O)ON1C(C)(C)CC(OC(=O)c2ccccc2)CC1(C)C | -2.5 | 4% | -1% | 20% | -9% | -8% | 2 | -7% | -2% |
| COc1cc(OC)cc(C(=O)NC2CCSc3ccccc32)c1 (stereo not drawn) | 10 | 8% | 6% | 18% | 10% | -13% | 4 | -4% | 6% |
| Cc1c(C(=O)N2CCN(c3ccccc3F)CC2)oc2c1C(=O)CC(C)(C)C2 | 0.1 | 5% | -4% | 25% | -27% | -14% | -1 | 12% | -1% |
| COC(=O)c1ccccc1NC(=O)c1ccco1 | -2.6 | -3% | -33%[57.1 µM] | -26% | -14% | -4% | -1 | -14% | 9% |
| O=C(Nc1cccc(NC(=O)c2cccs2)c1)c1ccc2c(c1)OCCO2 | -3.1 | -5% | 3% | 21% | 10% | -10% | -2 | 13% | 1% |
| Cc1cccc2c1Sc1ccccc1CC2=O | -0.6 | -4% | -17% | u | 5% | -15% | 11 | 21% | 8% |
| O=C(/C=C/c1ccc(Cl)cc1Cl)NCc1ccco1 | 1.2 | -5% | 0% | 4% | 6% | -5% | 1 | 13% | 0% |
| COc1ccccc1CNCC(=O)Nc1cc(S(=O)(=O)N2CCCCC2)ccc1C | -0.4 | 3% | -32% | 13% | -8% | 1% | 0 | 17% | 11% |
| CC(C)CC(NC(=O)C(CC(C)C)NC(=O)OC(C)(C)C)C(=O)O (stereo not drawn) | -0.3 | 1% | -20% | -8% | -11% | 1% | 8 | 6%[9.22 µM] | 2% |
| CC(=C\C(=O)O)/C(=C/c1ccccc1)C(=O)O | -1.7 | -3% | 14% | -4% | 8% | -9% | 0 | -36%[inhibitor] | 3% |
| CCSC(=Nc1ccccc1)N1CCOCC1 | 0.0 | -4% | -4% | 3% | 19% | -6% | -4 | 7% | 5% |
| CC(C)(C)CN1CCNC(=O)C1CC(=O)N1CCN(c2ccccc2)CC1 (stereo not drawn) | -2.7 | -1% | 1% | -17% | 3% | -6% | 5 | -5% | 2% |
| Clc1ccc(-c2[nH]ncc2N=Nc2ccccc2)cc1 | -1.0 | 15% | 3% | -23% | -3% | 5% | 5 | 4% | -6% |

3 compounds out of the list above, ordered by their value in EPAC1 antagonist, low to high.
SMILES | IL2 activator | WRN helicase inh | EPAC1 antagonist | PLK1 PBD block | PI5P4Ka inh
COc1cc(NC(=O)CN2C(=O)NC(c3ccccc3)(c3ccccc3)C2=O)c(C)cc1[N+](=O)[O-] | -1.8 | -14% | -18% | -3% | -13
Cn1nc(C(F)(F)F)c(CO)c1Sc1ccc(F)cc1 | -3.9 | -9% | 4% | -9% | -1
COc1cc(OC)cc(C(=O)NC2CCSc3ccccc32)c1 (stereo not drawn) | 10 | 6% | 10% | -13% | 4

Remaining list, next part:
| Molecule | IL2 activator | aSyn yeast inh | WRN helicase inh | FUS yeast rescue | EPAC1 antagonist | PLK1 PBD block | PI5P4Ka inh | Abeta rescue | EPAC1 agonist |
| --- | --- | --- | --- | --- | --- | --- | --- | --- | --- |
| COc1ccc(C2/C=C\CN(C(=O)C3CC3)CC(=O)N2Cc2ccc(F)cc2)cc1 (stereo not drawn) | -0.1 | -3% | -2% | -10% | -19% | -3% | -1 | 4% | 14% |
| Cn1c(=O)c2c(nc(CN3CCOCC3)n2CCCO)n(C)c1=O | 0.0 | -1% | 2% | -4% | -3% | -3% | -3 | 9% | 0% |
| Cc1cccc(Cc2nnc(CCC(=O)N3CCCC(CN4CCOCC4)C3)o2)c1 (stereo not drawn) | 1.0 | -1% | -2% | 10% | 9% | -3% | 2 | -1% | 1% |
| O=C(Nc1ccccc1C(=O)Nc1ccccc1)c1cccs1 | -0.5 | -7% | 4% | 5% | 7% | 10% | 2 | 9% | -5% |

Look-ups from the list.
CCOC(=O)c1sc2ncnc(N3CCN(C(=O)OCC)CC3)c2c1C in IL2 activator has 0.0
O=C(Nc1cccc(NC(=O)c2cccs2)c1)c1ccc2c(c1)OCCO2 in WRN helicase inh has 3%
O=C(/C=C/c1ccc(Cl)cc1Cl)NCc1ccco1 in PI5P4Ka inh has 1
COc1cc(NC(=O)CN2C(=O)NC(c3ccccc3)(c3ccccc3)C2=O)c(C)cc1[N+](=O)[O-] in PI5P4Ka inh has -13

Compound activity: PubChem BioAssay, National Center for Advancing Translational Sciences (NCATS)

Rows are unselected; 4.1% or so of the library scored in one or more.
